Source: PubChem BioAssay
KDM5B inhibitor: inhibitors of human KDM5B histone demethylase | Q9UGL1 | KDM5B demethylase, FDH-coupled NADH fluorescence (FDH is formaldehyde dehydrogenase) | Potency, µM (titrated, usually from 57.7 µM), without a hit: top-dose activity change, negative = inhibition, actives largely listed as inhibitors | hit rate 2.6% among 220,000; active = well fitted inhibition curve with a large enough effect; inconclusive = small, poorly fitted or top-dose-only effect; inactive = no such curve, though single readings can be large or run the other way; also: 0% is about no effect; nearly all actives have a fitted effect of over 70% in size
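Here, H3K4me3 peptide (12.5 µM in substrate mix) is demethylated by KDM5BΔAP, 200 nM final, after 10 min compound exposure. Formaldehyde product is coupled through FDH (0.25 U/mL in mix) to NADH fluorescence; 30-min ΔRFU feeds dose-response curves.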
Starred values were filed as active, the others as inactive; i = inactive; ? = inconclusive; [ ] = dose if it differs, or a comment. Potency is read from the fitted curve at half-maximal effect. The list is partial, so the mix of outcomes need not match the whole.

| molecule | KDM5B inhibitor |
| --- | --- |
| CCCNC(=O)C12CCC(C)(C(=O)O1)C2(C)C (stereo unspecified) | 16% |
| Cn1c(C(=O)N2CCC(N3CCCCC3)CC2)cc2c1CCN(Cc1cccc(F)c1)C2 | -19% |
| COc1ccccc1CNC(=O)C1(c2ccc(NC(C)=O)cc2)CCCCC1 | 8% |
| O=C1CC(c2ccccc2)Cc2[nH]c(=O)c(C(=O)Nc3cccc(F)c3)cc21 (stereo unspecified) | ? |
| CC(C)CCn1nc(C(=O)Nc2ccc(Cl)cc2)c2ccccc2c1=O | 21% |
| O=C(O)c1ccc(C(c2c[nH]c3ccccc23)c2c[nH]c3ccccc23)cc1 | ? |
| COc1ccc2c(C)c(CCC(=O)Nc3cccc(C(C)=O)c3)c(=O)oc2c1C | ? |
| Cc1ccc(C(NC(=O)CCl)C2CC2)cc1 (stereo unspecified) | 34%[activator] |
| Cc1ccc(NC(=O)C2CCCN(S(=O)(=O)c3ccc4c(c3)CCCC(=O)N4)C2)cc1N(C)C (stereo unspecified) | -15% |
| CC(NCC(O)c1ccc([N+](=O)[O-])cc1)C12CC3CC(CC(C3)C1)C2 (stereo unspecified) | -5% |
| O=C(C1CC1)N(Cc1ccc2c(c1)CN(S(=O)(=O)c1ccccc1)CCO2)c1ccccc1 | 0% |
| COCC1CN(C2CCC2)CC12CCN(C(=O)c1ccc(OC)cc1)CC2 (stereo unspecified) | ? |
| COc1ccccc1N1CCN(C(=O)c2cc(NC(=O)C(C)C)cc3nc(C)ccc23)CC1 | 0% |
| O=S(=O)(Nc1nc2ccccc2nc1Nc1ccccc1Br)c1cccs1 | -19% |
| FC(F)(F)c1ccc(C=Nc2cccc3ccccc23)cc1 | ? |
| CCOC(=O)c1c(C)n(-c2ccccc2)c2ccc(OC(=O)c3ccccc3Cl)cc12 | 6% |
| CCOC(=O)c1c(SCC(=O)Nc2cccc(C)c2C)nc(=O)[nH]c1C | 7% |
| COc1ccccc1/C=C1/C(=O)ON=C1C | ? |
| CCCc1c(C(=O)NNc2cccc(Cl)c2)cnn1-c1ccccc1 | -4% |
| C=CCNc1nc(C(=O)OCC(=O)c2ccccc2)cs1 | 16% |
| Cn1c(=O)c2c(-c3ccc(F)cc3)n(CCCO)cc2n(C)c1=O | -22% |
| CC(C)(O)C#Cc1ccc(C(=O)NCc2ccccc2)cc1 | 22% |
| COc1ccc(Cl)cc1NC(=O)CN1C(=O)CSc2ccc(S(=O)(=O)N3CCCC3)cc21 | ? |
| CN(C)CCCNC(=O)c1cc(-c2ccc(-c3ccccc3)cc2)nc2ccccc12 | i |
| CN1c2cc(C(=O)NCc3cccs3)ccc2C(=O)N2CCCCC21 (stereo unspecified) | ? |
| Cn1cc(/C=C/C(=O)N2CCCC(C(F)(F)F)C2)c(=O)n(C)c1=O (stereo unspecified) | -7% |
| COc1ccc(OC(=O)CSc2nnc(-c3ccc(F)cc3)o2)cc1 | ? |
| O=C(Nc1ccccc1)Nc1cccc(-c2nnc3n2CCCC3)c1 | 7% |
| CCc1cccc(C)c1NC(=O)Cn1cc2c(n1)CCCCC2 | 1% |
| COc1cc2c(cc1OC)CN(Cc1cc(=O)c(OCc3cccc(F)c3)co1)CC2 | -9% |
| O=C(O)c1ccc(-c2ccc(N3CCCCCC3)nc2)cc1 | ? |
| Cc1cc(CN2C[C@@H](CO)[C@H](NC(=O)C3CC3)C2)n(C)n1 | -13% |
| Cc1oc2cc(OCC(=O)N[C@@H](C(=O)O)C(C)C)ccc2c(=O)c1-c1ccc(Cl)cc1 | -12% |
| CN(CC1CCCO1)S(=O)(=O)c1ccc(C(=O)Nc2nccs2)cc1 (stereo unspecified) | 23% |
| CCn1ncc(N2CCC(NC(=O)C(C)(C)CC)CC2)cc1=O | 3% |
| CC(O)c1cc2n(n1)CCN(C1CCN(C(=O)c3cnccn3)CC1)C2 (stereo unspecified) | -35% |
| Cc1cnc(NC(=O)CCc2ncc(-c3ccc(F)cc3)o2)s1 | 13% |
| CC(=O)c1c(C)[nH]c(C(=O)Nc2cccc(C#N)c2)c1C | -5% |
| Cn1nc(C(=O)OCC(=O)c2c[nH]c3ccccc23)c2ccccc2c1=O | 10% |
| CN1CCC([C@@H]2CN(S(=O)(=O)c3cccnc3)C[C@H]2C(N)=O)CC1 | 25% |
| Cc1ccccc1-c1nc(CS(=O)CC(=O)NCCc2ccc(Cl)cc2)c(C)o1 (stereo unspecified) | 1% |
| O=C1/C(=C/c2cccc(Br)c2)Cc2ccccc21 | -8% |
| CCc1noc(-c2nc(-c3ccc(OC)cc3)no2)n1 | 2% |
| CNC(=O)c1ccc(/C=C/C(=O)N(Cc2ccsc2)C2CC2)cc1 | 19% |
| O=C1CSC(c2cccnc2)N1Cc1ccc(Cl)cc1 (stereo unspecified) | -22% |
| CCS(=O)(=O)N1CCCC(n2c(C)cnc2C2CC2)C1 (stereo unspecified) | -16% |
| COc1ccc(-n2nnc3c(=O)n(CC(=O)N4CCC(C)CC4)cnc32)cc1 | 6% |
| CCS(=O)(=O)N1CCCCCCNC(=O)[C@@H]2C[C@@H](C(=O)NCCc3c[nH]c4ccccc34)C[C@@H]21 | 0% |
| Cc1ccccc1C(=O)N1CCC(C(NC(=O)c2ccccc2Cl)C(=O)N2CCCCC2)CC1 (stereo unspecified) | -5% |
| CCCS(=O)(=O)N1CCCC1c1nc2ccccc2s1 (stereo unspecified) | -21% |

The list goes on.
| molecule | KDM5B inhibitor |
| --- | --- |
| COCCN1CCCN(C(=O)c2cc(-c3ccc(F)cc3)n[nH]2)CC1 | 5% |
| Cc1nc(-c2cnccn2)n(CC(=O)Nc2ccc3c(c2)OCCO3)c(=O)c1C | -12% |
| O=C(NC1CCCN(c2cc(-c3ccc(F)cc3)[nH]n2)C1)c1cnccn1 (stereo unspecified) | -1% |
| O=C(COC(=O)c1cc2ccccc2oc1=O)NC1CCCCCC1 | 0% |
| COc1ccc(/C=C/c2ccc3cccc(O)c3n2)cc1OC | -19% |
| CCCc1nc(C(=O)N(C)Cc2cnn(-c3ccccc3C)c2)cs1 | -15% |
| CCOC(=O)N1CCC(NC(=O)c2ccc3c(c2)N(Cc2ccc(Cl)cc2)C(=O)c2ccccc2S3(=O)=O)CC1 | ? |
| COc1ccc(C(=O)N(C)Cc2nc3ccccc3c(=O)[nH]2)cc1S(=O)(=O)N1CCCC1 | -13% |
| Cc1ccc(-c2nnn(CC(=O)c3c[nH]c4ccccc34)n2)cc1 | 16% |
| COc1ccc(/C=C/C(=O)Oc2ccc3oc4ccccc4c3c2)cc1OC | -1% |
| Cc1cccn2c(=O)c(C(=O)NCCc3ccc(Cl)cc3)cnc12 | ? |
| Cc1nc(N2CCC(NC(=O)C(C)c3ccccc3)CC2)cc(C(F)(F)F)n1 (stereo unspecified) | 4% |
| CN1CCCCC12Cc1ccccc1CN(C(=O)C1CCCC1)C2 (stereo unspecified) | 12%[149 µM] |
| CCc1ccc(Nc2ncnc3c2cnn3-c2cc(Cl)ccc2C)cc1 | ? |
| CCOc1ccc(S(=O)(=O)NCc2cccn2Cc2cccc(C)c2)cc1 | -26% |
| CC(C)(C)c1cnc([C@@H]2COCCN2Cc2ccc(C(=O)O)cc2)[nH]1 | -40%[86.2 µM] |
| CCCCNC(=O)c1cccc2c1CCN2C(=O)Nc1ccccc1 | -20% |
| CCC1Oc2ccc(NC(=O)COc3ccccc3)cc2CN(Cc2ccccc2Cl)C1=O (stereo unspecified) | 9% |
| COc1cccc(-c2cc3c(=O)n(CCNC(=O)c4cccnc4)ccn3n2)c1 | -19% |
| COc1cc2ccccc2cc1C(=O)N1CCN(CC(=O)Nc2ccc(F)cc2)CC1 | ? |
| COc1cc(OC)c(NS(=O)(=O)c2cc(C(=O)N3CCCC(C)C3)ccc2C)cc1Cl (stereo unspecified) | 3% |
| COc1cc(C(=O)Oc2cccc(/C=N/NC(=O)c3cc(C)[nH]n3)c2)cc(OC)c1OC | -10% |
| Cn1c(=O)[nH]c(=O)c2c1nc(N1CCN(Cc3ccccc3F)CC1)n2CCCc1ccccc1 | 12% |
| CC(C)(C)NC(=O)NC(=O)CSc1nnc(-c2ccccc2)c(-c2ccccc2)n1 | 8% |
| CCCN(C(=O)COc1ccc2c(C)cc(=O)oc2c1C)C1CCS(=O)(=O)C1 (stereo unspecified) | 238%[activator] |
| O=C(Nc1ccccc1)N1CC(n2cc(C(=O)N3CCOCC3)nn2)C1 | 20% |
| CCOc1ccc(S(=O)(=O)N(CC)CC)cc1NC(=O)C1CCN(c2ccc(C#N)cn2)CC1 | 4% |
| Cc1ccc(SCc2nc3scc(C)n3c2Br)cc1 | 18% |
| O=C(Nc1cccc2ccccc12)NC1Cc2ccccc2C1 | ? |
| Cc1ccc(S(=O)(=O)N2CCN(Cc3ccc4c(c3)OCO4)CC2)cc1 | -22% |
| CCc1ccc(NC(=O)CSc2nc3nccnc3c(=O)n2CCc2ccccc2)cc1 | 21% |
| O=c1c2nc(-c3cccc(C(F)(F)F)c3)ccc2ncn1Cc1ccccn1 | ? |
| CCOc1cccc(C(=O)Oc2ccccc2)c1 | -15% |
| COc1cccc(NC(=O)CSCn2nnc3c(=O)[nH]c(Cc4ccc(F)cc4)nc32)c1 | 4% |
| C=CCOC/C=C/C#CCN(CC=C)Cc1ccc(OC)cc1OC | 14% |
| c1ccc(-c2nc(N3CCOCC3)nc3ccccc23)cc1 | 8% |
| Cn1ncc(N2CCC(CNC(=O)C3=Cc4ccccc4OC=C3)C2)cc1=O (stereo unspecified) | ? |
| CCC(=O)C1=C(c2ccc(C)cc2)N(C(=O)CC)n2c(nnc2C2CCCCC2)S1 | -1% |
| COc1ccc2c(CNCCc3cccs3)c(C(=O)O)n(Cc3cccc(F)c3)c2c1 | -18% |
| COCCCN1CC2(CCN(C(=O)Cc3nonc3C)CC2)CC1=O | -16% |
| O=C(NCCc1ccncc1)C1CN(C(=O)Cc2ccccc2Cl)CC12CCOCC2 (stereo unspecified) | -10% |
| O=C1N=C(N2CCCC2)S/C1=C\C=C\c1ccccc1 | -13% |
| C[n+]1cccc(C2C(C#N)=C(N)Oc3c2ccc2ccccc32)c1 (stereo unspecified) | -7% |
| CN(C)c1ncccc1C(=O)Nc1ccccc1F | -3% |
| Cc1c(O)ccc2c(COC(=O)c3nn(C(C)C)c(=O)c4ccccc34)cc(=O)oc12 | 3% |
| CS(=O)(=O)c1ccc(Cl)c(NC(=O)CCCc2cccs2)c1 | 17% |
| N#Cc1ccccc1COC(=O)C(c1ccccc1)c1ccccc1 | -10% |
| O=C(Cn1nc2c(cc1=O)CCCC2)Nc1ccccc1Br | 9% |
| O=C(Cc1c[nH]c2ncc(-c3ccccc3F)cc12)NCc1cccnc1 | 28µM* |
| COc1cccc(CNC(=O)C2=C(c3ccccc3)c3cc(Cl)ccc3S(=O)(=O)N2C)c1 | -14% |

(more compounds)
| molecule | KDM5B inhibitor |
| --- | --- |
| CCCN1CCS(=O)(=O)N(Cc2cn(Cc3ccc(OC)cc3)nn2)C(C(=O)OC)C1 (stereo unspecified) | 5% |
| O=C(CCN1CCCCO1)N1CCc2onc(-c3ccc(F)c(F)c3)c2C1 | -29% |
| O=C(NCc1ccccc1CN1CCCC1)c1cnn(-c2ccccc2)c1 | -7% |
| C=CCNCc1ccc(Cl)cc1 | 11% |
| COc1ccc2cc(C(=O)N3CCN(S(=O)(=O)c4ccccc4C(F)(F)F)CC3)c(C)nc2c1 | 39%[activator] |
| CCN1C(=O)C(Cc2nc3ccccc3c(=O)n2-c2ccc(OC)cc2)c2cc(C)ccc21 (stereo unspecified) | -58% |
| CCOC(=O)c1ccc(NC(=O)c2c(NCc3sccc3C)sc3c2CCCCC3)cc1 | ? |
| COc1ccc(C2C=C(c3cccc(OC)c3)Nc3c(C(=O)Nc4ccccc4)cnn32)cc1 (stereo unspecified) | ? |
| Cn1ncc(N2CCC(NC(=O)CC(C)(C)C)CC2)cc1=O | -13% |
| Cc1ccc2c(C(=O)NCc3ccccc3Cl)cc(NC(=O)C(C)C)cc2n1 | 14µM* |
| CCOC(=O)C1=CN(CC(=O)Nc2cc(F)ccc2F)S(=O)(=O)N=C1C | -16% |
| COc1cccc(Cn2c(=O)n(CC3CCC(C(=O)N4CCCCC4)CC3)c(=O)c3sccc32)c1 (stereo unspecified) | -14% |
| O=C(CCNC(=O)c1ccsc1)Nc1ccc(N2CCCC2)nc1 | -19% |
| O=C(Nc1cc([N+](=O)[O-])ccc1O)c1ccc2c(c1)C(=O)N(Cc1ccco1)C2=O | -8% |
| Cc1cc(C(=O)NCc2cccnc2)c2ccccc2n1 | 45%[activator] |
| OCC1CN(Cc2cc(F)cc(Br)c2)CC12CCNCC2 (stereo unspecified) | -11% |
| Cc1ccc2c(CN3CCN(C(=O)c4cccc(F)c4)CC3)cc(=O)oc2c1 | 12% |
| CN(C1CCCCC1)S(=O)(=O)c1ccc2c(c1)c(=O)c(C(=O)NCCc1ccc(Cl)cc1)cn2C | 12%[11.5 µM] |
| O=C(C1=C(c2ccccc2)SCCO1)N(Cc1cccc2ccccc12)C1CCS(=O)(=O)C1 (stereo unspecified) | -5% |

A draw from above in order of length of the SMILES, smallest number first.
| molecule | KDM5B inhibitor |
| --- | --- |
| C=CCNCc1ccc(Cl)cc1 | 11% |
| O=C(NCc1ccccc1CN1CCCC1)c1cnn(-c2ccccc2)c1 | -7% |
| CCOC(=O)C1=CN(CC(=O)Nc2cc(F)ccc2F)S(=O)(=O)N=C1C | -16% |
| COc1ccc(C2C=C(c3cccc(OC)c3)Nc3c(C(=O)Nc4ccccc4)cnn32)cc1 (stereo unspecified) | ? |

Single values from above.
Under KDM5B inhibitor, `COc1ccc(/C=C/C(=O)Oc2ccc3oc4ccccc4c3c2)cc1OC` has -1%
Under KDM5B inhibitor, `O=C1CSC(c2cccnc2)N1Cc1ccc(Cl)cc1` (stereo unspecified) has -22%
Under KDM5B inhibitor, `Cc1ccc(S(=O)(=O)N2CCN(Cc3ccc4c(c3)OCO4)CC2)cc1` has -22%
Under KDM5B inhibitor, `CCOc1cccc(C(=O)Oc2ccccc2)c1` has -15%
